Screening data: PubChem BioAssay, NCI
NCI-60 one-dose screen, 48 h, at 10 µM unless noted. Numbers give growth in % (100 = growth as untreated, 0 = no growth, -100 = all killed).
HOP-92: HOP-92 NSCLC cells; AID 1794738; 71,000 compounds, 6.3% hits
M14: M14 melanoma; 80,000 compounds, 6.2% hits; AID 1794745
A549/ATCC: A549/ATCC NSCLC; 81,000 compounds, 3.7% hits; AID 1794740
HOP-62: HOP-62 NSCLC | 80,000 compounds, 3.9% hits | AID 1794735
SK-MEL-5: SK-MEL-5 melanoma; 80,000 compounds, 6.4% hits
LOX IMVI: LOX IMVI melanoma; 79,000 compounds, 7.4% hits; AID 1794757
EKVX: EKVX NSCLC; 71,000 compounds, 3% hits
CCRF-CEM: CCRF-CEM leukemia; 77,000 compounds, 7% hits; AID 1794778
Numbers without * were called inactive; nt = not tested or not shown; & = joins results of further samples. Rule for the calls: active = growth percent below 10; inactive = the rest. Only part of the results is shown (hit frequency here may not be typical).

SMILES	HOP-92	M14	A549/ATCC	HOP-62	SK-MEL-5	LOX IMVI	EKVX	CCRF-CEM
CN(C)CCC(=O)c1ccccc1	85	102	99	93	95	96	105	103
O=C1C2CC=CCC2C(=O)N1SC(Cl)(Cl)Cl (stereo not drawn)	65	92	108	96	94	79	121	22
Cc1[nH]c2ccccc2c1C=C(C#N)C#N	78	101	99	97	97	102	106	nt
CC(Cc1ccccc1)NC(C#N)c1ccccc1 (stereo not drawn)	101	105	nt	102	101	99	104	94
CC(=O)Nc1cc([As](=O)(O)O)ccc1O	105	109&109	98&109	106&106	101&96	108&95	124&97	93&102
CCCCCC(C)C1C(=O)NC(=O)NC1=O (stereo not drawn)	88	106	97	101	100	104	nt	94
CC(C)N(CCCl)/N=N/c1nc2c([nH]1)c(=O)n(C)c(=O)n2C	91	103	102	97	108	97	nt	nt
C[C@]12CCc3sc(-c4ccc(Br)cc4)nc3C1=CC[C@@H]1[C@@H]2CC[C@]2(C)C(=O)CC[C@@H]12	115	93	99	85	101	88	94	111
C=CCOC(=S)SSC(Cl)(Cl)Cl	92	100	103	103	111	107	nt	nt
C=CC(O)P(=O)(OC)OC (stereo not drawn)	nt	99	95	107	114	108	103	106
COc1cccc(NC2=NCCS2)c1	76	102	90	103	100	101	nt	97
COc1cc(N(CCCl)CCCl)ccc1C=Nc1ccccc1C(=O)O	98	98	93	110	97	101	nt	98
N#CC(Cl)(Cl)CCl	90	99	95	98	100	97	nt	104
O=C(O)CNC(=O)CCl	nt	98	100	97	101	105	nt	nt
Cc1c(Cl)ccc(C(O)CN(C)Cc2ccccc2)c1Cl (stereo not drawn)	71	62	70	63	97	71	71	94
CCn1c2ccccc2c2cc(C(=O)c3cccc4c3CCCN4)ccc21	101	97	106	96	nt	94	99	120
CC12CCC3C(CC=C4CC(O)CCC43C)C1C/C(=C\c1ccc(N(CCCl)CCCl)cc1)C2=O (stereo not drawn)	nt	91	73	110	77	73	69	66
c1ccc2c(CNC3CCCCC3)c[nH]c2c1	72	90	101	99	96	94	95	100
C1=CC(N2CCOCC2)CCC1 (stereo not drawn)	105	99	111	98	103	100	107	95
C[C@]12CCc3sc(-c4cccc(F)c4)nc3C1=CC[C@@H]1[C@@H]2CC[C@]2(C)C(=O)CC[C@@H]12	74	57	55	51	62	1.3*	68	16

Complete entries from above. Values in the order: HOP-92, M14, A549/ATCC, HOP-62, SK-MEL-5, LOX IMVI, EKVX, CCRF-CEM
Listed for CC(C)N(CCCl)/N=N/c1nc2c([nH]1)c(=O)n(C)c(=O)n2C = 91, 103, 102, 97, 108, 97, nt, nt
Listed for CCn1c2ccccc2c2cc(C(=O)c3cccc4c3CCCN4)ccc21 = 101, 97, 106, 96, nt, 94, 99, 120
Listed for c1ccc2c(CNC3CCCCC3)c[nH]c2c1 = 72, 90, 101, 99, 96, 94, 95, 100

Additional records:
SMILES	HOP-92	M14	A549/ATCC	HOP-62	SK-MEL-5	LOX IMVI	EKVX	CCRF-CEM
CCCC[N+](CCCC)(CCCC)CCCC	88	104	91	97	94	79	110	82
CCCCN(CCCC)CC(O)c1cccc(Br)c1 (stereo not drawn)	50	82	93	80	nt	84	108	99
CN(CCCOCC(=O)NCCCC(O)(P(=O)(O)O)P(=O)(O)O)C(=O)Oc1ccc2c(c1)OCC(c1ccc(F)cc1)C2=O (stereo not drawn)	100	104	98	106	99	101	98	102
CN(C)Cc1c[nH]c2ccccc12	nt	106	nt	nt	103	98	102	97
Cc1ccc(OC(=O)N(C)C)c(C)c1	nt	102	100	105	106	104	114	94
COc1ccc(CC(C)NCc2ccccc2)cc1OC (stereo not drawn)	92	94	100	104	98	93	99	108
CC12CCC3(CCC(=O)NCCNc4ccnc5cc(Cl)ccc45)[C@@](C)(OO[C@]3(C)O1)O2	117	91	98	98	86	81	92	78
CCOP(=S)(N/N=C1\CC2CCC1C2)OCC (stereo not drawn)	91	100	98	90	101	100	nt	93
CCC12COC(OC1)OC2	114	109	102	97	107	98	nt	nt
CCCNC(=O)CC(C)(C)C(=O)N[C@H]1N=C(c2ccccc2)c2ccccc2N(C)C1=O	109	nt	102	105	98	102	98	105
Cc1ccc(N=CN(C)C=Nc2ccc(C)cc2C)c(C)c1	95	102	101	99	98	98	91	93
Cc1nnnn1-c1ccccc1	nt	107	105	101	116	106	116	103
O=C1NC(=O)C(CN2C(=O)C3(c4ccccc42)[C@H](Cl)C(=O)N3c2ccccc2)C(=O)N1 (stereo partly drawn)	nt	105	77	66	79	50	79	54
CNC(=O)Oc1ccccc1I	94	108	105	108	109	103	102	90
CCCN(CCC)C(=O)CCl	84	96	103	100	97	99	nt	98
CC(CC1CCCCC1)NCc1ccccc1 (stereo not drawn)	80	90	98	102	99	84	99	100
CCOC(=O)c1cnc(SCc2ccc(Cl)c(Cl)c2)nc1N1CC1C (stereo not drawn)	nt	90	84	84	105	74	81	nt
ClCCN(CCCl)c1ccc(OCc2ccccc2)cc1	57	42	46	55	83	39	nt	14
CC1Cc2cc3c(cc2CN1C)OCO3 (stereo not drawn)	107	99	76	96	106	97	97	102
CC12CCC3C(CC=C4CC(O)CCC43C)C1C/C(=C\N1CCCC1)C2=O (stereo not drawn)	nt	97	105	71	97	94	95	82
O=C1NC(=O)C(=Cc2cn(C(=O)c3ccc(Cl)cc3)c3ccccc23)C(=O)N1	106	93	103	73	81	94	73	nt
COc1cc(C=C2C(=O)NC(=O)NC2=O)cc(OC)c1O	nt	116	97	123	107	99	112	101
[Cl][Hg][n]1cnc2c(Cl)c(Cl)c(Cl)cc21	116	95	87	109	102	80	82	102
COC(=O)C1=COC(C)C2CN3CCC4(C(=O)Nc5ccccc54)C3CC12 (stereo not drawn)	105	95	82	91	100	97	100	97
CC[C@@H](C)C(=O)O[C@H]1[C@H](O)[C@H]2[C@@H](CN3C[C@@H](C)CC[C@H]3[C@@]2(C)O)[C@@H]2CC34O[C@]5(O)[C@@H](OC(=O)[C@@](C)(O)CC)CC[C@@]3(C)[C@@H]5[C@@H](OC(C)=O)[C@@H](OC(C)=O)[C@H]4[C@@]21O	nt	111	102	120	95	94	96	nt
C=CCC(N)Cc1ccccc1 (stereo not drawn)	103	107	97	109	114	101	124	107
O=C([O][Hg][CH2]C1COCC([CH2][Hg][O]C(=O)c2ccccc2)O1)c1ccccc1 (stereo not drawn)	77	72	105	127	102	11	103	-10*
CCC(=O)OC1CCn2c1nc1c2C(=O)C(C)=C(N2CC2)C1=O (stereo not drawn)	81	-58*	2.5*	-29*	-98*	-76*	8.5*	70
CCCCCCC(C)(C)c1cc(O)c2c(c1)OC(C)(C)C1CC=C(C(=O)O)CC21 (stereo not drawn)	82	100	61	103	91	99	nt	103
CCC(COC(=O)c1cc(OC)c(OC)c(OC)c1)(c1ccccc1)N(C)C (stereo not drawn)	nt	92	99	103	nt	98	91	95
C[CH2][Pb]([CH2]C)([CH2]C)[O]C(=O)c1ccc(N)cc1	nt	60	nt	89	39	68	nt	nt
CC1C2CCC(C2)C1OC(=O)c1ccccc1C(=O)O (stereo not drawn) (tested in a mixture with another compound)	77	107	104	89	101	98	103	100
COc1cccc(C)c1NC1=NCCO1	nt	117	98	102	101	104	122	99
CO[C@H]1C(=O)C[C@H]2[C@@H]3CC=C4C[C@@H](O)CC[C@]4(C)[C@H]3CC[C@]12C	82	104	97	99	104	93	nt	95
COc1ccc2c(c1)c(-c1nc(-c3cn(C)c4ncccc34)cs1)cn2CCN1CCOCC1	31	32	31	12	31	32	61	31
N#CC(C#N)=Cc1cccc([N+](=O)[O-])c1	73	97	102	110	97	93	98	93
CCN1C[C@@]2(COC)C3[C@@H](OC)[C@H]4[C@@H]1[C@]3(C(OC)C[C@H]2O)C1C[C@@]2(O)[C@H](OC(=O)c3ccccc3)C1[C@]4(OC(C)=O)[C@@H](O)[C@@H]2OC (stereo partly drawn)	82	107	99	nt	98	98	100	99
C[N+]12C(=O)CC3OCC=C4C[N+]5(C)CCC6(c7ccccc71)C2C3C4CC65O (stereo not drawn)	nt	108	100	97	107	95	nt	82
COc1ccc(N)cc1N	86	111	118	95	105	100	107	111
Nc1nc([Se])c2ncn(C3OC(CO)C(O)C3O)c2n1 (stereo not drawn)	43	41	102	12	92	10	63	16
COc1ccc(Nc2nc(-c3ccc(OC)cc3)c[se]2)cc1	105	101	89	59	102	100	95	110
Cc1ccc(CN2CCC3CCC(C3)C2)c(O)c1 (stereo not drawn)	91	102	112	93	107	93	nt	99
CC1CN1c1nc(N2CC2C)nc(N2CC2C)n1 (stereo not drawn)	78	108	91	101	110	97	115	95
CC[C@H]1CN2CCC1C[C@@H]2[C@@H](O)c1ccnc2ccc(OC)cc12 (stereo partly drawn)	79	98	nt	107	91	93	93	104
Cc1c(C[N+](C)(C)C)cc(C(C)C)cc1C(C)C	nt	97	101	103	102	57	nt	nt
CC1(C)C(C(=O)c2nn(CCCCCF)c3ccccc23)C1(C)C	89	99	99	88	95	97	90	94
NC(=O)[C@H](Cc1ccccc1)NC(=O)c1nn(CCCCCF)c2ccccc12	88	104	92	95	99	96	91	105
CC(=O)C1CCC2C3C(N4CC4)CC4=CC(=O)CCC4(C)C3CCC12C (stereo not drawn)	nt	84	73	103	nt	63	98	67
CCOC(=O)C(Cl)(Cl)Cl	91	110	110	nt	99	98	116	103
CS(=O)(=O)CCN1CC2CCCC(C2)C1	109	99	100	103	104	104	102	97
[N-]=[N+]=NC(=O)c1cc(=O)[nH]c(=O)[nH]1	86	97	91	88	95	93	100	89
CCCCOc1ccc(C(N)Cc2ccccc2)cc1 (stereo not drawn)	41	87	90	107	93	80	92	98
O=C(O)c1ccc(CCl)cc1	nt	109	105	108	105	76	nt	82
COc1ccc(C(SCC(NC(=O)OCc2ccccc2)C(=O)O)c2ccc(OC)cc2)cc1 (stereo not drawn)	97	108	97	90	98	101	101	97
OC(CNC1CCCCC1)c1ccccc1 (stereo not drawn)	103	106	106	97	96	101	104	126
NC(N)=N/N=C\c1ccc2c(c1)OCO2	73	94	104	95	97	90	98	85

Ordered by formula weight (smallest number first): 15 of the compounds above
SMILES	HOP-92	M14	A549/ATCC	HOP-62	SK-MEL-5	LOX IMVI	EKVX	CCRF-CEM
CCC12COC(OC1)OC2	114	109	102	97	107	98	nt	nt
O=C(O)CNC(=O)CCl	nt	98	100	97	101	105	nt	nt
C=CC(O)P(=O)(OC)OC (stereo not drawn)	nt	99	95	107	114	108	103	106
C1=CC(N2CCOCC2)CCC1 (stereo not drawn)	105	99	111	98	103	100	107	95
O=C(O)c1ccc(CCl)cc1	nt	109	105	108	105	76	nt	82
CCCN(CCC)C(=O)CCl	84	96	103	100	97	99	nt	98
Cc1[nH]c2ccccc2c1C=C(C#N)C#N	78	101	99	97	97	102	106	nt
CC(CC1CCCCC1)NCc1ccccc1 (stereo not drawn)	80	90	98	102	99	84	99	100
CCCC[N+](CCCC)(CCCC)CCCC	88	104	91	97	94	79	110	82
CCCCOc1ccc(C(N)Cc2ccccc2)cc1 (stereo not drawn)	41	87	90	107	93	80	92	98
CNC(=O)Oc1ccccc1I	94	108	105	108	109	103	102	90
O=C1C2CC=CCC2C(=O)N1SC(Cl)(Cl)Cl (stereo not drawn)	65	92	108	96	94	79	121	22
CC(=O)C1CCC2C3C(N4CC4)CC4=CC(=O)CCC4(C)C3CCC12C (stereo not drawn)	nt	84	73	103	nt	63	98	67
COc1cc(N(CCCl)CCCl)ccc1C=Nc1ccccc1C(=O)O	98	98	93	110	97	101	nt	98
CCCNC(=O)CC(C)(C)C(=O)N[C@H]1N=C(c2ccccc2)c2ccccc2N(C)C1=O	109	nt	102	105	98	102	98	105
